Assay outcomes from PubChem BioAssay.
S1P2 ag – activates the human S1P2 receptor | activation, % at 4.5 µM | hit rate 0.46% among 97,000 | O95136 | S1P2-expressing cell line, agonist reporter read-out | AID 729; in the data active = activation above about 16%;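 also: 0% = vehicle low control and 100% = maximal reference agonist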
Target sequence (O95136 whole entry, looked up): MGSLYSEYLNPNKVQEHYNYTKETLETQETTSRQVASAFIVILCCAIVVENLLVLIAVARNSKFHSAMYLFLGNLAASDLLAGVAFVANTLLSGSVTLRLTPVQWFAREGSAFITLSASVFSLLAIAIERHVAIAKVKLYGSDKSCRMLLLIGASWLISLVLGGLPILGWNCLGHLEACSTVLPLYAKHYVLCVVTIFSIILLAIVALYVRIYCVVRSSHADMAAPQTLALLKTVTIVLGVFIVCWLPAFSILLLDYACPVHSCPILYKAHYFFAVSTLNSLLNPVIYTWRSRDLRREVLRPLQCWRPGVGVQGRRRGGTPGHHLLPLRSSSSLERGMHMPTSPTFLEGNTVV
S1P2 blocker – S1P2 (human) receptor antagonism; O95136; inhibition, % at 5 µM; cell-based S1P2 antagonist assay, inhibition at 5 uM; hit rate 0.21% among 97,000; in the data active = inhibition above about 45%;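 also: CRE beta-lactamase reporter cells expressing human S1P2 stimulated with S1P; 0% = agonist at EC80 alone and 100% = agonist plus reference antagonist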
PostGolgi ctrl – growth of the yeast control strain, post-Golgi counter-screen; efflux-deficient yeast background strain, growth absorbance A615, 16 h; inhibition, % at 10 µM; hit rate 5% among 98,000
Ecoli WT expand – E. coli BW25113 growth inhibition, expanded screen; OD600 absorbance; growth inhibition, % at 100 µM; hit rate 0.15% among 98,000;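 active = growth inhibition above about 50% at one test dose, limit read from the data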;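 also: growth measured after 20 h incubation at 37 °C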
HUVEC prolif 384 – inhibitors of human endothelial cell proliferation; viability, % at 10 µM (by protocol); hit rate 1.1% among 86,000; HUVEC proliferation, CellTiter-Glo luminescence, 72 h; active compounds read low; AID 648;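 active = viability at or below 30%; inactive = viability above 30%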;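 also: 100% = median luminescence of DMSO-only cell control wells on each plate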
hDAT+cocaine – human DAT dopamine uptake with cocaine, either direction | Q01959 | LLC-PK1 hDAT cells, [14C]-dopamine uptake with cocaine IC80; actives deviate in either direction | B-score at 10 µM | hit rate 1.3% among 110,000 | AID 449768;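 active = Z score or B-score, a plate-position-corrected score, falls beyond the plate's 99.7% confidence bounds, in either direction; inactive = both scores lie inside the 99.7% bounds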;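 also: scored against the spread of the other compound wells on the same plate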
Target sequence (Q01959 whole entry, looked up): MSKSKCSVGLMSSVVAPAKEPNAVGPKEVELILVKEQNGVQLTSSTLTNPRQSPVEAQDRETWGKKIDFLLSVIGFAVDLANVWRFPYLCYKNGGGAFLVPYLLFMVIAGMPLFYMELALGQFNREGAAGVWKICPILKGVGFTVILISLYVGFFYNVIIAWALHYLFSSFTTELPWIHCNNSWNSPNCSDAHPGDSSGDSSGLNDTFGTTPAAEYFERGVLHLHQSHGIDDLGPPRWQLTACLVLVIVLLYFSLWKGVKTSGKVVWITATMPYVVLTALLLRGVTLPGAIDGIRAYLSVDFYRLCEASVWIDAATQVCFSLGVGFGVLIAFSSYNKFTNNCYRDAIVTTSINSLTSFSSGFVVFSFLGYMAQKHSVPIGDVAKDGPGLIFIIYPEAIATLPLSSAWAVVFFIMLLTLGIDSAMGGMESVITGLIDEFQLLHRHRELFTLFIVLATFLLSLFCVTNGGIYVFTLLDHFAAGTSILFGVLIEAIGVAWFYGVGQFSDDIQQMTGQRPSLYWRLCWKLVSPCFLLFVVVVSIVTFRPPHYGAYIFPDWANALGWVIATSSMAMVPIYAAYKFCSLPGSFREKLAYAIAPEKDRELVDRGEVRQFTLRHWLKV
Lung fibro prol – blocks proliferation of human lung fibroblasts | LL 47 human lung fibroblast viability, ATP luminescence; active compounds read low | viability, % at 10 µM | hit rate 1.1% among 85,000;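 active = viability at or below 50% in the single dose screen; inactive = viability above 50%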;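 also: compound exposure lasted 72 h before the ATP readout; 100% = median luminescence of untreated cell-only wells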
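Assay system: human lung fibroblast line LL 47, low passage. Input: 1,150 fibroblasts seeded per well. Times: overnight cell rest, 72 h compound treatment at 37 °C. Evaluation: % viability of median cell-only signal. Technique: luminescent ATP detection, CellTiter-Glo. Control set: cell-only wells, no compound.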
H69AR inhibit – growth inhibitors of human H69AR lung tumor cells; H69AR lung tumor viability, ATP luminescence, 72 h; active compounds read low; viability, % at 10 µM; hit rate 6% among 85,000;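 active = viability at or below 40%; inactive = viability above 40%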;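 also: multidrug resistant small cell line overexpressing MRP-1 efflux transporter; 100% = mean luminescence of untreated control wells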
PostGolgi yeast – growth inhibition of a yeast mutant, post-Golgi transport screen | post-Golgi transport phenotypic cell assay | inhibition, % at 10 µM | hit rate 0.9% among 98,000 | AID 739;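 also: yeast cells grown in 1536-well plates; yeast grown about 18 h at 30C before absorbance read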
The depositor's hits bear a star; x = no result given. Rule as the data show it, unless noted: active = inhibition above about 30%; inactive = the rest.

entry	Compound	S1P2 ag	S1P2 blocker	PostGolgi ctrl	Ecoli WT expand	HUVEC prolif 384
1	CC1CCN(C(=O)CC2C(=O)Nc3c2c(=O)n(C)c(=O)n3Cc2ccccc2)CC1 (configuration not stated)	-5	-18	-3	6	94
2	COc1ccc(O)c(C(=O)c2cnc3onc(C(C)C)c3c2)c1	-2	18	9	3	84
3	CCCCCCOC(=O)C(C#N)c1nc2ccccc2nc1N1CCOCC1 (configuration not stated)	-1	66*	16	-7	82
4	CC(C)C(NC(=O)c1ccc(C(C)(C)C)cc1)C(=O)O (configuration not stated)	-5	14	3	-4	102
5	CN(CC(=O)Nc1ccc(Cl)cc1)S(=O)(=O)c1cccc2cccnc12	-5	14	10	-3	88
6	COc1ccc(CCCNC(=O)CC#N)cc1OC	-6	6	-2	-7	89
7	C=CCn1c(N)c(C(=O)N2CCOCC2)sc1=S	-5	5	8	3	96
8	COc1ccc(-c2ccc(C#N)c(SCC(=O)Nc3sc4c(c3C#N)CCC4)n2)cc1OC	0	-21	-3	0	8.7*
9	COc1c(Br)cc(Br)cc1C(=O)O	-1	0	10	-5	104
10	C/C(=C\C(=O)O)CC(=O)O	-1	-27	-1	-8	98
11	COc1ccc2cc(C(c3nnnn3C3CCCC3)N3CCc4ccccc4C3)c(=O)[nH]c2c1 (configuration not stated)	-1	7	-7	-8	90
12	COC(=O)c1ccc(C2C(C(=O)Nc3ccc(C)cc3C)=C(C)Nc3ncnn32)cc1 (configuration not stated)	x	x	-2	-5	99

entry	hDAT+cocaine	Lung fibro prol	H69AR inhibit	PostGolgi yeast
1	0.66	105	97	-4
2	0.11	99	92	1
3	0.0091	91	82	-8
4	0.27	94	83	0
5	0.11	100	84	3
6	0.029	86	88	-7
7	0.46	102	89	-4
8	-0.002	68	1.0*	-12
9	0.0022	101	93	-2
10	-1.6	108	96	7
11	1.4	98	56	3
12	1.2	93	94	-4

Further structures follow:
entry	Compound	S1P2 ag	S1P2 blocker	PostGolgi ctrl	Ecoli WT expand	HUVEC prolif 384
13	COc1ccc(OC)c(NC(=O)Cn2c(=O)oc3ccccc32)c1	x	x	-5	-7	87
14	CCOc1ccc(NC(=O)NC2CCOC(C)(C)C2)cc1 (configuration not stated)	-3	-9	10	0	106
15	CCc1ccc(N(C(=O)c2snc(C(N)=O)c2N)C(C(=O)NCCC(C)C)c2c[nH]c3ccccc23)cc1 (configuration not stated)	-3	-14	-1	-11	x
16	COCCNC(=O)C(c1ccc(F)cc1)N(CCOC)C(=O)CCC(=O)Nc1nccs1 (configuration not stated)	-6	16	-3	-3	111
17	COc1ccc(CCNC(=O)c2cc(-c3ccccc3OC)on2)cc1OC	-5	-3	0	-10	103
18	O=C(CSc1nc2c(c(=O)n1-c1ccc(Cl)cc1)SCC2)N1CCCC1	x	x	1	1	94
19	Cc1cccc(OC(C)c2ccnc3nc(/N=C/N(C)C)nn23)c1 (configuration not stated)	-5	17	3	1	x
20	CC1CCN(Cc2c(C#N)c3ccccc3n2C)CC1	x	x	1	7	93
21	COc1ccccc1N1CCN(S(=O)(=O)c2c(C)ccc3nsnc23)CC1	-1	3	4	-3	97
22	Cc1ccc(Cl)c(NC(=S)N(CCCN2CCOCC2)Cc2ccco2)c1	-5	9	0	2	x
23	CSc1nc2sc3c(c2c2nnnn12)CC(C)(C)OC3	-4	-20	x	x	94
24	CCOc1ccc(N/C(C)=C/C(=O)c2ccc(C)o2)cc1	-4	-3	7	-3	97

entry	hDAT+cocaine	Lung fibro prol	H69AR inhibit	PostGolgi yeast
13	0.014	98	95	-3
14	-1.2	x	95	2
15	0.34	x	x	-8
16	-1.1	98	95	-6
17	0.6	x	92	12
18	0.55	96	84	11
19	0.66	x	x	-2
20	0.49	91	93	0
21	0.69	96	71	2
22	1.3	x	x	-5
23	x	94	98	x
24	-0.16	101	91	-11

Part of the list above, screen by screen.
#16 COCCNC(=O)C(c1ccc(F)cc1)N(CCOC)C(=O)CCC(=O)Nc1nccs1 (configuration not stated)
#23 CSc1nc2sc3c(c2c2nnnn12)CC(C)(C)OC3

Screen / compound no.	16	23
S1P2 ag	-6	-4
S1P2 blocker	16	-20
PostGolgi ctrl	-3	x
Ecoli WT expand	-3	x
HUVEC prolif 384	111	94
hDAT+cocaine	-1.1	x
Lung fibro prol	98	94
H69AR inhibit	95	98
PostGolgi yeast	-6	x

(next part)
entry	Compound	S1P2 ag	S1P2 blocker	PostGolgi ctrl	Ecoli WT expand	HUVEC prolif 384
25	O=C(OCC1CC(c2ccccc2)=NO1)c1ccc(Cl)cc1 (configuration not stated)	-2	13	30	-5	x
26	CCOC(=O)N1CCC(N2C(=O)c3ccc(C(=O)O)cc3C2=O)CC1	-1	8	1	-1	100
27	O=C(O)c1n[nH]c2c1CCCCC2	-6	-9	0	-8	96
28	Nc1nc2n(n1)C(c1cccc(Br)c1)CC(c1ccccc1)N2 (configuration not stated)	-3	7	11	4	115
29	COc1ccc(N2CCN(Cc3cc(=O)oc4cc5c(cc34)CCCC5)CC2)cc1	-6	-2	12	-3	90
30	C=CCNc1nc(NCc2ccco2)nc(OCC)n1	-12	-6	-1	6	84
31	Cc1c(NC(=O)CSc2nnnn2C)c(=O)n(-c2ccccc2)n1C	-4	16	-5	0	101
32	CC(C)N1C(=O)S/C(=C/c2ccc3c(c2)n(C)c(=O)n3C)C1=O	0	-5	15	2	x
33	Cc1cc(C)c(C#N)c(Nc2ccccc2Cl)n1	0	16	-11	-2	101
34	Cc1ccc2c(c1)N(CC(=O)NCc1cccs1)C(=O)C(C)O2 (configuration not stated)	-3	22	2	0	94
35	CCOC(=O)C1CCCN(C(=O)Cc2ccc(OC)c(OC)c2)C1 (configuration not stated)	-3	-1	8	-3	101
36	CCn1c(SCC(=O)c2ccc3ccccc3c2)nnc1-c1ccco1	-4	9	24	-2	84

entry	hDAT+cocaine	Lung fibro prol	H69AR inhibit	PostGolgi yeast
25	-0.13	x	x	-6
26	0.86	96	95	0
27	-0.26	102	113	26
28	1.1	92	95	2
29	1.1	106	97	-8
30	-0.76	99	91	-8
31	0.052	104	96	3
32	0.13	x	x	5
33	0.49	94	86	-3
34	-0.35	98	96	2
35	0.65	105	97	0
36	-0.35	109	98	12

Remaining list, next part:
entry	Compound	S1P2 ag	S1P2 blocker	PostGolgi ctrl	Ecoli WT expand	HUVEC prolif 384
37	O=C(OCn1nnc2ccccc2c1=O)c1cn(-c2ccccc2)nc1-c1cccnc1	0	-19	4	2	90
38	COc1cccc(CNC(=O)c2cc3oc4ccccc4c3n2C)c1OC	-7	8	10	-6	82
39	CCOC(=O)c1c(NC(=O)c2cccs2)sc2c1CC(C)(C)OC2	x	x	15	-3	84
40	CC(C)Oc1ccc(Oc2ccc(C(F)(F)F)cn2)cc1	-1	2	24	6	96
41	CCc1nc2c(C#N)c(-c3ccc(Cl)cc3)ccn2n1	8	-29	16	1	79
42	CCCC(C)(C)NC(=O)CCCCC(=O)NC(C)(C)CCC	-8	15	9	7	101
43	COC(=O)C1=C(C)n2cnnc2NC1c1ccc(Cl)cc1 (configuration not stated)	x	x	4	-1	102
44	CCOc1ccccc1NC(=O)CCC(=O)Nc1ccccc1OCC	-5	-1	8	-5	91
45	O=CN1CCC(=O)N(Cc2ccccc2)c2ccccc21	x	x	6	-2	101
46	CC(NC(=O)c1ccc(N2CCCC2=O)cc1)c1ccccc1 (configuration not stated)	-3	19	-1	8	98
47	CC(C)c1ccc(NC(=O)COc2nnc(-c3cccs3)c(-c3cccs3)n2)cc1	0	-12	9	-8	x
48	Cc1ccc(-c2nnc(-c3ccncc3)n2-c2ccc(C)cc2)cc1	-7	17	22	-8	x

entry	hDAT+cocaine	Lung fibro prol	H69AR inhibit	PostGolgi yeast
37	0.34	102	66	34*
38	-0.49	78	74	8
39	-2.2	93	72	3
40	0.066	104	99	-6
41	-0.89	106	71	9
42	-1	106	104	1
43	-0.35	94	91	-7
44	1	105	93	-5
45	-0.16	x	103	0
46	0.37	113	97	14
47	-0.36	x	x	-5
48	-1.2	x	x	-2

Remaining list, next part.
entry	Compound	S1P2 ag	S1P2 blocker	PostGolgi ctrl	Ecoli WT expand	HUVEC prolif 384
49	O=C(c1ccc2c(=O)n(CC3CCCO3)c(=S)[nH]c2c1)N1CCN(c2ccccc2)CC1 (configuration not stated)	-6	-12	5	-11	108
50	CCN1CCCC(NC(=O)c2scc3c2CCCC3)C1 (configuration not stated)	-5	8	-4	4	104
51	Cc1ccccc1C(=O)N/C(=C/c1ccc(-c2cccnc2Cl)o1)C(=O)NCCCN1CCN(C)CC1	-7	1	-2	-2	71
52	CCC(=O)Nc1nc(C)nc(C)c1C(C)=O	-3	13	5	-6	101
53	COc1ccc(N2CC(C(=O)Nc3ccc(N4CCOCC4)cc3)CC2=O)cc1 (configuration not stated)	-5	-1	6	6	93
54	COc1cccc(-n2nnc3c(=O)n(CC(=O)N4CCCCC4)cnc32)c1	-5	3	14	1	91
55	COc1cc(OC)c(C(=O)Nc2ncn[nH]2)cc1OC	-4	-14	x	x	87
56	O=C(NCc1cccs1)c1cnc2sccn2c1=O	x	x	7	8	93
57	CCOC(=O)CSc1nnc(-c2ccc(Cl)cc2Cl)o1	-6	9	-1	6	97

entry	hDAT+cocaine	Lung fibro prol	H69AR inhibit	PostGolgi yeast
49	0.055	97	70	-1
50	-0.039	90	91	2
51	-0.31	92	90	1
52	-0.66	96	90	4
53	0.4	101	99	-5
54	-0.28	98	86	-8
55	0	100	101	x
56	0.032	96	89	-4
57	-0.62	98	88	-6

3 structures from above, arranged by SMILES length, low to high.
entry	Compound	S1P2 ag	S1P2 blocker	PostGolgi ctrl	Ecoli WT expand	HUVEC prolif 384
57	CCOC(=O)CSc1nnc(-c2ccc(Cl)cc2Cl)o1	-6	9	-1	6	97
53	COc1ccc(N2CC(C(=O)Nc3ccc(N4CCOCC4)cc3)CC2=O)cc1 (configuration not stated)	-5	-1	6	6	93
51	Cc1ccccc1C(=O)N/C(=C/c1ccc(-c2cccnc2Cl)o1)C(=O)NCCCN1CCN(C)CC1	-7	1	-2	-2	71

entry	hDAT+cocaine	Lung fibro prol	H69AR inhibit	PostGolgi yeast
57	-0.62	98	88	-6
53	0.4	101	99	-5
51	-0.31	92	90	1
